PLK1 PBD inh = inhibitors of human PLK1 polo-box domain binding; Plk1 PBD binding of FITC phosphopeptide, fluorescence polarization; P53350; 360,000 compounds, 2.8% hits; Potency, µM, inactives show max response, negative = inhibition, most hits filed as inhibitors; also: potency is read from the fitted curve at half-maximal effect; series mostly up to about 57 µM; % is scaled to controls: 0 for no effect and ±100 for the full control effect; nearly all actives have a fitted effect of over 65% in size
EPAC2 ag = EPAC2 (human) agonism. Q8WZA2. EPAC2 activation, biochemical qHTS; response scale: 100% = 6.5 mM cAMP response. AID 720711. 360,000 compounds, 0.079% hits. Potency, µM (highest dose often 154 µM), for inactives: top-dose activation, hits mostly activators; also: potency is read from the fitted curve at half-maximal effect; nearly all actives have a fitted effect of over 50% in size
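Exchange assay: 100 nM EPAC2 with 250 nM Rap1B-BODIPY-GDP and 50 uM GDP. Fluorescence (ex 480/em 540 nm) read every 5 min for 30 min at room temperature. Data normalized to 6.5 mM cAMP as agonist control.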
IL-2 act = activates IL-2 in a cell-based reporter assay | IL-2 activation reporter assay, cell-based qHTS; stimulated with anti-CD3/CD4/CD28 beads; in transgenic mouse T cells | 360,000 compounds, 0.065% hits | activation, % (series mostly up to about 46 µM); in the data active = activation above about 50%; inconclusive = mostly about 30% to 49%; also: 0% is about no effect
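Readout: EGFP and DsRed signals by fluorescent plate cytometry. Unstimulated transgenic mouse T cells received compound 60 min before antibody-bead stimulation, then incubated 18 h at 37 degrees C.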
EPAC1 agonist = activates human EPAC1 exchange factor | O95398 | EPAC1 agonist qHTS, biochemical assay; response scale: 100% = response to 6.5 mM cAMP | 360,000 compounds, 0.073% hits | Potency, µM (doses to about 154 µM), for the others: at the top dose activation, actives largely listed as activators; also: potency is read from the fitted curve at half-maximal effect; nearly all actives have a fitted effect of over 60% in size
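Nucleotide exchange by EPAC1 (100 nM) on Rap1B–BODIPY-GDP (250 nM) in the presence of 50 uM GDP is tracked fluorescently at 480/540 nm over 30 min. Signals are normalized to a 6.5 mM cAMP control.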
WRN helicase inh = WRN helicase (human) inhibition; Q14191; WRN helicase unwinding, fluorescent forked duplex, kinetic; 360,000 compounds, 0.46% hits; Potency, µM (series often up to 114 µM), for the others: at the highest dose activity change, negative = inhibition, hits mostly inhibitors; also: potency is read from the fitted curve at half-maximal effect; % is scaled to controls: 0 for no effect and ±100 for the full control effect; nearly all actives have a fitted effect of over 55% in size
Target sequence (Q14191 whole entry, looked up): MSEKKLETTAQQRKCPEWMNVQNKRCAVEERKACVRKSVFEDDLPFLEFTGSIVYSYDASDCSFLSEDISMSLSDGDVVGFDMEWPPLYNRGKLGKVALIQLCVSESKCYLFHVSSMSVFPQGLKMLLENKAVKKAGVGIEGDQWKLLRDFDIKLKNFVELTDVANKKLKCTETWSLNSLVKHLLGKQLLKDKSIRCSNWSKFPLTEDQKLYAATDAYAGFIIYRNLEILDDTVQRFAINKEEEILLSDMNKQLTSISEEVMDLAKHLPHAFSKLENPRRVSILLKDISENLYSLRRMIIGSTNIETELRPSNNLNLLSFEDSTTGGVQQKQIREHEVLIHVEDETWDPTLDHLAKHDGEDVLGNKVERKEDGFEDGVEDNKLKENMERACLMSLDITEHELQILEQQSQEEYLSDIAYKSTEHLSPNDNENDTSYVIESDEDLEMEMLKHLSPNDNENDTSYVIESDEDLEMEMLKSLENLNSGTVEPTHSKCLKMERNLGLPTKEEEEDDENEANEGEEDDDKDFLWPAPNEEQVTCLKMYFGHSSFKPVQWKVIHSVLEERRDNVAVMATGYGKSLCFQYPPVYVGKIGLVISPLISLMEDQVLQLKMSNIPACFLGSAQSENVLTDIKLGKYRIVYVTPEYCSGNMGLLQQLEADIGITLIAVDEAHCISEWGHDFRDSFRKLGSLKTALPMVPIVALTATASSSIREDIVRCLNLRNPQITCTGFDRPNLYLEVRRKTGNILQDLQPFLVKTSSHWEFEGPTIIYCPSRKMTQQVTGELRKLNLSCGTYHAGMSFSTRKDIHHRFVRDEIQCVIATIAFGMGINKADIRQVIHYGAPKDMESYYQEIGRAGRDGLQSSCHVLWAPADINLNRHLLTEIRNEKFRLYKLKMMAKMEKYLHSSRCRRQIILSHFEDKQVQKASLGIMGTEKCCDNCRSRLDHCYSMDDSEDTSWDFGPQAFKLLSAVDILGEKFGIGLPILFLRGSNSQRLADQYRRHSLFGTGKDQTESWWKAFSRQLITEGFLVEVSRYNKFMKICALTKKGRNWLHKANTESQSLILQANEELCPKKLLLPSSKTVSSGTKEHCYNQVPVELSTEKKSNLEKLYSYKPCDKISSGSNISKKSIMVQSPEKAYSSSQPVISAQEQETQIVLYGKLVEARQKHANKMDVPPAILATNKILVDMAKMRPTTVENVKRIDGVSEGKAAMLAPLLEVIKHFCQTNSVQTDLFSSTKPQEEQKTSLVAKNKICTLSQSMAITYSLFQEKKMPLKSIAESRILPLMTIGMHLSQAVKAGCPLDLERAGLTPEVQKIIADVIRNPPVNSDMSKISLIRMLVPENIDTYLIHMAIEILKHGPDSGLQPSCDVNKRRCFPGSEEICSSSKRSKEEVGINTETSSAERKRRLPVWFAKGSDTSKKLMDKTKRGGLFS
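Kinetic fluorescence helicase assay: unwinding of a quenched forked DNA duplex (100 nM final) with 2 mM ATP final raises red fluorescence (525/598 nm). Compounds sat 15 min at room temperature with 20 nM WRN beforehand.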
CCT chaperon mod = changes cytosolic chaperonin activity; purified chaperonin ATPase assay, HTRF ADP detection, 30 min; activity change, % (no concentration beside the values), hits read low; 360,000 compounds, 0.3% hits; in the data active = activity change below about -30%; also: % is scaled to controls: 0 for no effect and ±100 for the full control effect
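Nucleotide hydrolysis assay: TRiC at 20–40 nM final (set by batch activity) with 10 uM ATP, 30 min at 37 °C, in presence of 76 uM compound. Detection by competitive ADP HTRF, 30 min ambient.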
EPAC1 antagonist = EPAC1 (human) antagonism | O95398 | EPAC1 GEF assay, Rap1b-BODIPY-GDP exchange fluorescence | Potency, µM (highest dose often 115 µM), inactives show at the top dose activity change, negative = inhibition, usual class: inhibitors | 360,000 compounds, 0.14% hits | AID 720709;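 also: potency is read from the fitted curve at half-maximal effect; plate controls were vehicle for no effect and positive control for full effect; nearly all actives have a fitted effect of over 50% in size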
PI5P4K alpha inh = PI5P4K alpha (human) kinase inhibition; P48426; max response, %; 330,000 compounds, 1.2% hits; PI5P4Kalpha enzyme, ADP-Glo luminescence, 60 min; hits give low values; AID 652105; active = max response of -50% or lower; inconclusive = between -30% and -50%; inactive = -30% or higher; also: value at the top dose of about 77 µM; % is scaled to controls: 0 for no effect and ±100 for the full control effect
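Human PI5P4Kalpha with substrate in 0.038 M HEPES pH 7.4, 0.28 mM EGTA, 0.1% CHAPS, 5% DMSO; reaction started with 5 microM ATP (final), 60 min at room temperature. ADP formed read by ADP-Glo luminescence.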
Numbers without * were called inactive; ? = inconclusive; . = not tested or not shown; & = joins results of further samples; [ ] = another dose, or the depositor's remark. Unless noted, calls follow the shape of the dose curve; as a rule, active = well fitted curve in the direction sought with a large enough effect; inconclusive = small, poorly fitted or top-dose-only effect, or another doubt; inactive = no such curve, though single readings can be large; an effect the other way counts as inactive or inconclusive. These rows are one share of the data. The share of hits here may be higher or lower than overall.

Each structure is followed by: EPAC2 ag	EPAC1 agonist	CCT chaperon mod	WRN helicase inh	IL-2 act	PI5P4K alpha inh	EPAC1 antagonist	PLK1 PBD inh
> O=C(COC(=O)C1=COCCO1)Nc1cc(Cl)c(Cl)cc1Cl
→ -4%	3%	-5.7	-5%	-2.1	4	3%	-5%
> Cc1c(CCOC(=O)CC23CC4CC(CC(C4)C2)C3)sc[n+]1CC(=O)c1ccc(Br)cc1
→ -4%	3%	-1.6	6%	-2.3	0	4%	?
> C=CCC[C@H](CCCCC)OC(=O)/C=C/[C@H](O)[C@@H](O)C[C@H](O)CC=C
→ -9%	-24%	1.3	2%	-0.4	21	-28%	-11%
> CN1CCN(C(=S)Nc2ccc([N+](=O)[O-])cc2)CC1
→ 2%	0%	-2.9	4%	1.0	1	-7%	-17%
> Cc1cc(NC(=O)c2sccc2C)n(-c2nc3ccccc3[nH]2)n1
→ 11%	6%	-7.7	-5%[57.1 µM]	-0.2	-1	-1%	-29%
> O=S(=O)(NCC(c1cccnc1)N1CCN(Cc2ccccc2)CC1)c1ccc(F)cc1 (centres undefined)
→ 8%	3%	0.7	-11%	-0.3	1	-18%	-1%
> CCO[C@@H]1OC(C(=O)NC2CC2)=C[C@H](c2c[nH]c3ccccc23)[C@H]1CCCO
→ -7%	-5%	0.2	0%	0.4	-1	9%	10%
> O=C(c1cc2c(s1)CCCC2)N1CCN(c2ccccc2)CC1
→ 14%	4%	-1.0	-7%	-1.7	-5	-17%	-21%
> COc1ccc(OC)c(C2C(C(C)=O)=C(O)C(=O)N2c2ccc(O)cc2)c1 (centres undefined)
→ -6%	-6%	-3.1	2%	-0.5	-7	13%	1%
> Cn1c(=O)c2cc(NC(=O)CC(C)(C)C)ccc2n1-c1ccccc1F
→ -1%	-24%	-0.7	14%	0.0	0	8%	2%
> O=C1C=C(Nc2ccc(Cl)cc2)CC(c2ccco2)C1 (centres undefined)
→ -23%	-10%	2.5	-31%	-0.2	?	4%	-13%
> CCOC(=O)C1CCCN(C(=O)c2ccc(CNS(=O)(=O)c3ccc(C)cc3)cc2)C1 (centres undefined)
→ 4%	10%	0.7	-6%	0.0	4	1%	2%
> c1cc(CNC2C3CC4CC(C3)CC2C4)ccn1 (centres undefined)
→ 12%	-1%	0.2	4%[57.1 µM]	-1.3	0	-10%	-6%
> COc1ccc(OC)c(S(=O)(=O)Oc2ccc(N)c3ccccc23)c1
→ 12%	2%	-0.1	6%	-0.3	0	-22%	1%
> CC1(C)CC(=O)c2ccc(O)cc2O1
→ 21%	-1%	-1.8	6%	2.1	-7	-13%	-8%
> Cc1[nH]n(-c2ccccc2)c(=O)c1C(c1ccc(C(=O)O)cc1)c1c(C)[nH]n(-c2ccccc2)c1=O
→ 9%	18%	-1.7	?	-2.1	-6	?	8.4µM*
> O=C(c1cc(C(=O)N2CCOCC2)c2nc3ccccc3n2c1)c1cc(Cl)cc(Cl)c1O
→ 3%	-6%	-2.9	-12%	2.3	-6	-20%	-10%
> O=C(CCc1nnc(CCCCc2ccccc2)o1)N1CCCC(O)C1 (centres undefined)
→ 9%	8%	-1.5	2%	-2.6	4	8%	-3%
> O=C(CN1CCN(c2ncccn2)CC1)N1CCc2ccccc21
→ 3%	7%	-1.3	0%	0.4	-5	-1%	?
> COC(=O)c1ccc(NC(=S)N2CCC(C(N)=O)CC2)cc1
→ 6%	0%	-1.2	-14%	0.3	6	5%	?
> O=C(NC1CCS(=O)(=O)C1)c1cccs1 (centres undefined)
→ 8%	2%	-1.6	11%	0.6	1	18%	-9%
> CSC(=Nc1ccccc1)Nc1ccccc1
→ 6%	-7%	-2.2	2%	1.9	4	2%	2%
> O=S(=O)(NN1CCOCC1)c1ccc(Br)cc1
→ 1%	-2%	-1.1	2%	-1.9	-4	-22%	7.5µM*
> COc1ccc(S(=O)(=O)NCC2(N3CCOCC3)CCCCC2)cc1OC
→ 0%	-2%	1.1	4%	-2.1	-3	-2%	-1%
> CC1(C)CC(=O)C=C(NC2CCCC(O)C2)C1 (centres undefined)
→ 2%	-11%	0.5	7%	0.0	-2	-9%	-4%
> Cc1ccccc1-c1noc(-c2ccccc2F)n1
→ 6%	-4%	-4.6	-2%	-0.3	.	-4%	-5%
> CN1CCN(C(=O)CCn2c(=O)c3cccn3c3cccnc32)CC1
→ -5%	-2%	0.0	-1%	-0.6	3	?	-2%
> CCCc1cc(C(=O)NNC(=S)NCc2ccccc2)cs1
→ 11%	1%	-1.5	-1%	3.1	.	-5%	-26%
> COc1ccc(C(OCC(O)CN2CCC(O)CC2)c2ccc(OC)cc2)cc1 (centres undefined)
→ 3%	0%	0.0	-1%	4.5	6	-14%	-10%
> Cc1cc(C(=O)OCC(=O)Nc2c(F)cccc2F)c(C)n1-c1ccccc1
→ 27%	3%	-2.1	?	-0.9	-75*	-18%	21µM*

3 entries from above, arranged by their value in WRN helicase inh, low to high.
smiles	WRN helicase inh
O=S(=O)(NCC(c1cccnc1)N1CCN(Cc2ccccc2)CC1)c1ccc(F)cc1 (centres undefined)	-11%
O=C(COC(=O)C1=COCCO1)Nc1cc(Cl)c(Cl)cc1Cl	-5%
O=S(=O)(NN1CCOCC1)c1ccc(Br)cc1	2%

Next section
Each structure is followed by: EPAC2 ag	EPAC1 agonist	CCT chaperon mod	WRN helicase inh	IL-2 act	PI5P4K alpha inh	EPAC1 antagonist	PLK1 PBD inh
> CCOC(=O)C1CCCN(Cc2nc3ccc([N+](=O)[O-])cc3c(=O)n2-c2ccc(OC)cc2OC)C1 (centres undefined)
→ 2%	1%	-1.6	-11%	-0.3	0	1%	-10%
> Cc1cc(OCCn2cnc3ccccc3c2=O)ccc1[N+](=O)[O-]
→ 9%	-3%	-3.0	1%	-2.0	-7	-7%	-12%
> CC(/C=N/NC(=O)c1cc(-c2ccncc2)nc2ccccc12)=C\c1ccco1
→ 12%	20%	-5.9	-24%	-0.6	.	-10%	-14%
> N#Cc1ccsc1NC(=O)c1ccccn1
→ 10%	5%	-0.2	3%	-3.1	-11	6%	-13%
> CC1CC(=O)Nc2ccccc2N1C(=O)COc1cc(Cl)ccc1Cl (centres undefined)
→ 4%	2%	-0.5	-1%	-0.3	-3	3%	-7%
> CCN(CC)c1ccc(/C=N/NC(=S)NCc2ccccc2)cc1
→ 10%	9%	-1.2	3%	-1.8	0	14%	-15%
> COc1cc(/C=C(/C#N)C(=O)Nc2ccc(Cl)cc2)ccc1Oc1nc(Cl)ncc1F
→ -15%	-12%	-0.6	-4%	2.7	-1	-18%	?
> O=[N+]([O-])c1ccc2nc(SCc3ccccc3Cl)sc2c1
→ 0%	4%	-0.9	-2%	-0.4	.	16%	-5%
> CC(=O)c1ccc(N(C(=O)Cc2c[nH]c3ccccc23)C(C(=O)NC2CCCCC2)c2cccs2)cc1 (centres undefined)
→ 13%	2%	-1.7	-28%	-1.0	.	0%	12%
> CC(=O)Oc1ccc2oc(=O)c3c(c2c1)CCCN3C(=O)CN1CCN(c2ncccn2)CC1
→ 6%	-3%	0.2	-8%	0.2	1	-1%	1%
> Cc1ccc(-c2nc3ccccc3s2)cc1NC(=O)c1cc(-n2cnnc2)ccc1Cl
→ -8%	0%	-1.8	-35%	-0.2	.	-7%	3%
> CC1CCCC(C)N1C(=O)c1ccc(S(=O)(=O)N2CCCC2)cc1 (centres undefined)
→ 3%	11%	0.9	1%	1.5	1	-12%	-9%
> O=c1nc(-c2ccccc2)c(-c2ccccc2)n[nH]1
→ 2%	15%	-0.1	-18%	0.4	0	-1%	-2%
> O=C(Nc1ccccc1N1CCOCC1)C1Cc2ccccc2CN1C(=O)c1ccco1 (centres undefined)
→ 7%	8%	-5.0	2%	-0.9	-19	1%	-23%
> CCCc1cc(C(=O)N2CCCC(N3CCN(c4ccccc4C)CC3)C2)n(C)n1 (centres undefined)
→ 0%	8%	0.0	-1%	0.5	10	-1%	-5%
> Cc1ccc(-n2c(C)cc(/C=N/NC(=O)c3ccncc3)c2C)cc1C
→ 1%	-2%	-0.5	-27%	-4.1	-8	-16%	-4%
> COc1ccc(C(=O)C2CCCN(C(=O)c3cccc(Cn4cccn4)c3)C2)cc1F (centres undefined)
→ 3%	-9%	1.1	7%	-4.9	1	29%	-6%
> Cc1cccc(N(Cc2cc(=O)[nH]c3ccccc23)C(=O)CCl)c1
→ 7%	7%	0.4	-5%[11.6 µM]	-5.0	-16	-22%	-10%
> CCn1c2ccccc2c2nnc(NN)nc21
→ -10%	-8%	0.3	3%	0.6	3	-2%	-11%
> O=C(NCCO)/C(=C\c1ccco1)NC(=O)c1cccs1
→ -1%	2%	-0.2	8%	2.0	-2	24%	-11%
> CC1(c2nnc(Cc3ccccc3)o2)CC(c2ccc([N+](=O)[O-])cc2)=NO1 (centres undefined)
→ 14%	1%	-2.3	-2%	-0.1	0	0%	-23%
> COc1ccc(OC)c(NC(=O)CSCC(=O)O)c1
→ 4%	-13%	-0.4	6%	-2.3	-1	4%	-7%
> CCCCS(=O)(=O)N1C2=NC(C(=O)OC)=C(C(=O)OC)[C@@H]3N(C)c4ccc(OC)cc4[C@]23C[C@H]1C(=O)OC
→ -4%	-20%	-3.6	1%	0.0	-1	-25%	4%
> CN(Cc1cnn(-c2ccccc2)c1)C(=O)c1ccc(S(=O)(=O)NCc2ccco2)cc1
→ -4%	-4%	2.2	15%	-3.5	0	-6%	-5%
> COc1ccccc1CNC(=O)COC(=O)[C@H](Cc1c[nH]c2ccccc12)NC(=O)c1cccs1
→ 3%	14%	0.1	-12%	-5.1	3	-28%	0%
> Cc1ccccc1N1CC(=O)Nc2c(oc3nc(-c4ccccc4)cc(C)c23)C1=O
→ 11%	-3%	-1.7	2%	1.5	-4	-29%	-13%
> NCCCNC(=O)c1cc2ccccc2[nH]1
→ 5%	4%	2.2	4%	0.1	1	0%	-12%
> O=C1CC(c2ccccc2)CC(O)=C1C=NCCN1CCN(C(=O)Nc2ccccc2)CC1 (centres undefined)
→ 8%	-4%	1.0	1%	-2.4	.	8%	1%&-4%
> Cc1ccc(NP(=O)(c2ccc(N(C)C)cc2NC(=O)c2cccs2)N2CCOCC2)cc1Cl (centres undefined)
→ 4%	6%	0.4	-29%[57.1 µM]	-0.3	10	-9%	-1%
> CCOC(=O)CSc1nc2cc(C(=O)N3CCC(C(N)=O)CC3)ccc2c(=O)n1C1CCCCC1
→ -3%	-8%	-1.5	-8%	-0.2	4	-23%	0%

Screening data (PubChem BioAssay)
